DNA Pol III inh: qHTS Assay for Inhibitors of DNA Polymerase III Holoenzyme System | reconstituted DNA polymerase III holoenzyme replication, biochemical | Potency, µM (series often up to 57.1 µM), without a hit: at the highest dose activity change, negative = inhibition | actives 0.25% (n = 71,000) | AID 603, 2007; also: potency is read from the fitted curve at half-maximal effect; % is scaled to controls: 0 for no effect and ±100 for the full control effect
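Reconstituted *E. coli* holoenzyme (0.35 nM Pol III, 1 nM beta, 154 nM SSB, 2 nM primase) was preincubated with compound for 15 min at RT. Synthesis on 1.4 nM ssM13Gori ran 35 min, then was stopped with PicoGreen/EDTA and read as dsDNA fluorescence.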
Hsp90 Hop PPI: qHTS Assay for Disrupters of an Hsp90 Co-Chaperone Interaction. AID 595, 2007. Hsp90 C-terminal peptide / TPR2A (Hop) interaction, human. Potency, µM (top dose mostly 57 µM), without a hit: at the highest dose activity change, negative = inhibition. AlphaScreen TPR2A-His6 binding biotin-Hsp90 C-terminal peptide. actives 0.44% (n = 71,000); active = well fitted curve in either direction with a large enough effect; inconclusive = small, poorly fitted or top-dose-only effect, or another doubt; also: potency is read from the fitted curve at half-maximal effect; % is scaled to controls: 0 for no effect and ±100 for the full control effect; many of its hits are not listed in these tables
Tau fil binding: qHTS Assay for Tau Filament Binding | recombinant tau filaments, thioflavin S fluorescence, 15 h; filaments grown with octadecylsulfate alongside compound | actives 2% (n = 71,000) | Potency, µM (top dose mostly 57.1 µM), for the others: at the highest dose activity change, negative = inhibition | AID 596, 2007;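 also: potency is read from the fitted curve at half-maximal effect; % is scaled to controls: 0 for no effect and ±100 for the full control effect; actives lower thioflavin S fluorescence by blocking filaments or displacing dye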
Target sequence (P10636 whole entry, looked up): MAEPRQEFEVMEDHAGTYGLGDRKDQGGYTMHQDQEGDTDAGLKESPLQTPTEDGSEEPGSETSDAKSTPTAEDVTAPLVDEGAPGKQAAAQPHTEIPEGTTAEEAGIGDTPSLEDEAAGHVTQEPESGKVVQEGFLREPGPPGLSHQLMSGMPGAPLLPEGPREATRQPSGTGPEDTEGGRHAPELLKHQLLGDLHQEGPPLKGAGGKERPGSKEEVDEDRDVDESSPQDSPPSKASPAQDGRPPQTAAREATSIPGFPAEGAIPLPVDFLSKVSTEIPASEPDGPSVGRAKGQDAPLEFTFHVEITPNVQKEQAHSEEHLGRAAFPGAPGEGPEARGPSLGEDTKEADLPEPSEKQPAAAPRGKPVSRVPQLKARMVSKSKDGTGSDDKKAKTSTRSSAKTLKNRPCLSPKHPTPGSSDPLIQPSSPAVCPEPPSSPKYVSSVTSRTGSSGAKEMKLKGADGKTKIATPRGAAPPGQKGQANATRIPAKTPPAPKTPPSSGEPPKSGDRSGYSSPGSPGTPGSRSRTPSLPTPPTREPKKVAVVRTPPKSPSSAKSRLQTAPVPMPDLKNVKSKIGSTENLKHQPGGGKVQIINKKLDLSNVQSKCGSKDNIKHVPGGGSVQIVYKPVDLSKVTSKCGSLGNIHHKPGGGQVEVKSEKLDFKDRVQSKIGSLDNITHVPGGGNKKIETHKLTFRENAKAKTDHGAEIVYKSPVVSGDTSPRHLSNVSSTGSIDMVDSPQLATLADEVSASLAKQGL
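ThS-based fibril read: tau 1 uM final, inducer ODS 30 uM final, 37 C for 15 h, ex 450/em 510 nm.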
ERK AVP block: qHTS Assay for Inhibitors of the ERK Signaling Pathway using a Homogeneous Screening Assay. HEK293-V1b, vasopressin-stimulated pERK AlphaScreen. actives 0.99% (n = 72,000). Potency, µM (series often up to 57.5 µM), without a hit: at the top dose activity, negative = inhibition, most hits filed as inhibitors; also: potency is read from the fitted curve at half-maximal effect; % is scaled to controls: 0 for no effect and ±100 for the full control effect; nearly all actives have a fitted effect of over 55% in size
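HEK293 cells stably expressing V1b receptor, preincubated 30 min at 37 °C with compound, then stimulated 5 min with 25 nM vasopressin. Phospho-ERK by AlphaScreen SureFire after 5 h RT; normalized to DMSO and vasopressin; AC50 by Hill fit.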
Luciferase inh: qHTS Assay for Inhibitors of Firefly Luciferase; Luciferin 4-monooxygenase (Photinus pyralis), P08659; Potency, µM (titrated, usually from 57.1 µM), without a hit: at the top dose activity change, negative = inhibition, actives largely listed as inhibitors; actives 2.2% (n = 72,000); purified firefly luciferase, luminescence, 8 min; also: potency is read from the fitted curve at half-maximal effect; % is scaled to controls: 0 for no effect and ±100 for the full control effect; nearly all actives have a fitted effect of over 40% in size
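Substrate buffer containing 10 uM ATP (pH 7.2 imidazole, Mg2+, KCl, detergent, BSA) is dispensed, compound pinned in, then luciferase/luciferin detector mix added. After 8 min at ambient temperature, light output is measured.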
15-hLO inh: qHTS Assay for Inhibitors of 15-hLO (15-human lipoxygenase); purified 15hLO-1, xylenol orange hydroperoxide absorbance; Polyunsaturated fatty acid lipoxygenase ALOX15 (Homo sapiens), P16050; Potency, µM (doses to about 57.1 µM), for the others: at the top dose activity change, negative = inhibition, actives largely listed as inhibitors; actives 1.4% (n = 74,000); also: potency is read from the fitted curve at half-maximal effect; % is scaled to controls: 0 for no effect and ±100 for the full control effect; nearly all actives have a fitted effect of over 55% in size
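Purified human 15hLO-1 (40 nM) in 25 mM Hepes pH 7.5, 0.01% Triton X-100, preincubated 15 min RT with compound, then 50 uM arachidonic acid for 6 min. Hydroperoxide read by ferrous/xylenol orange, 30 min; 573/405 nm absorbance ratio gave progress.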
CRE Fsk mod: Cell signaling CRE-BLA (Fsk stim). CHO CRE-bla reporter (cAMP response element driving beta-lactamase), forskolin EC10, beta-lactamase ratio. actives 2.5% (n = 71,000). Potency, µM (highest dose often 38.2 µM), without a hit: top-dose activity change, negative = inhibition, actives largely listed as activators. AID 662, 2007; active = well fitted activation curve with a large enough effect in the signal ratio, with a control signal flat, not every such curve was filed as active; inconclusive = small, poorly fitted or top-dose-only effect, or effect the other way, or a change in a side signal; the % refers to the signal ratio; also: potency is read from the fitted curve at half-maximal effect; % of control where 0% means no effect
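Modulation of forskolin-driven signalling is measured in CHO cells carrying a CRE-controlled beta-lactamase reporter. Cells are stimulated with EC10 NKH 477 in the presence of titrated compound for 3 h at 37 °C, then loaded with CCF4 for 2 h at room temperature.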
Ub-GFP proteasome: Ubiquitin-GFP Assay; 67,000 tested, under 10 active; Potency, µM (doses to about 45.9 µM), for the others: at the top dose activation (GFP accumulation), usual class: activators; AID 526, 2006; Ubiquitin-GFP reporter cells, proteasome inhibition, GFP fluorescence; response scale: untreated = 0%, 10 µM MG-132 = 100%; active = well fitted activation curve with a large enough effect, not every such curve was filed as active; inconclusive = small, poorly fitted or top-dose-only effect, or another doubt; inactive = no such curve, though single readings can be large or run the other way; also: potency is read from the fitted curve at half-maximal effect
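Proteasome block read as GFP accumulation: ubiquitin(G76V)-GFP U2OS cells exposed to compound (2.9 nM–46 uM) for 4 hr at 37 C. Normalization used untreated cells as 0% and 10 uM MG-132 as 100%; concentration-response curves fitted.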
HBB splice mod: qHTS Assay for Modulators of Hemoglobin Beta Chain Splicing; HBB splicing reporter cell assay, activation; EGFP reporter with mutant IVS2-654 intron; response scale: normalised to 500 nM splice-correcting PNA; Potency, µM (highest dose often 46.1 µM), inactives show top-dose activation, most hits filed as activators; actives 0.06% (n = 65,000); also: potency is read from the fitted curve at half-maximal effect; 0% is about no effect
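Compounds were applied for 2 days to HeLa EGFP-654 cells, 500/well in Optimem with 2% FCS. The reporter's EGFP is disrupted by mis-splicing of beta-globin intron IVS2-654. Readout: summed well GFP fluorescence from 488 nm laser scanning; reference was 500 nM antisense […] 654 PNA.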
GFP derepression: qHTS Assay for Epigenetic Modulators. mouse C127i GFP locus derepression, cytometry, 30 h. Potency, µM (series often up to 46.1 µM), for inactives: top-dose GFP derepression (activation). actives 0.09% (n = 68,000); also: % of control where 0% means no effect
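Locus derepression in mouse mammary C127i cells whose integrated CMV-GFP reporter is normally silent; GFP expression after 30 h compound treatment was quantified by counting fluorescent cells.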
HADH2 inhib: qHTS Assay for Inhibitors of HADH2 (Hydroxyacyl-Coenzyme A Dehydrogenase, Type II); actives 3.4% (n = 73,000); Potency, µM (top dose mostly 57.1 µM), for the others: at the top dose activity change, negative = inhibition, hits mostly inhibitors; recombinant HADH2, NADH fluorescence, beta-hydroxybutyryl-CoA; AID 886, 2007; also: potency is read from the fitted curve at half-maximal effect; % is scaled to controls: 0 for no effect and ±100 for the full control effect; nearly all actives have a fitted effect of over 60% in size; many of its hits are not listed in these tables
Target sequence (Q99714 whole entry, looked up, one chain of several): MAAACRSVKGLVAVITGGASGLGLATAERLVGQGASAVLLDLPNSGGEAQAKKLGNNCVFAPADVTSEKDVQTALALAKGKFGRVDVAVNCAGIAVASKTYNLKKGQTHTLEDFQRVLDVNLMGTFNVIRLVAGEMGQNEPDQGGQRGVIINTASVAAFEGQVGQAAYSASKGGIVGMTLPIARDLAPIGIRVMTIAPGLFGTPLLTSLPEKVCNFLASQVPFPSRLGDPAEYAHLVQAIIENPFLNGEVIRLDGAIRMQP
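His-tagged recombinant enzyme from E. coli, 20 nM, preincubated 15 min RT with compound; reaction started with 1 mM NAD+ and 90 uM beta-hydroxybutyryl-CoA in 100 mM Tris-HCl pH 9.0. NADH fluorescence (ex 360/em 450) read over 4 min; last-minus-first difference.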
* marks the source's active call; other numbers are inactive results; ? = inconclusive; . = not tested or not shown; [ ] = remark or other dose. Unless noted, calls follow the shape of the dose curve; as a rule, active = well fitted curve in the direction sought with a large enough effect; inconclusive = small, poorly fitted or top-dose-only effect, or another doubt; inactive = no such curve, though single readings can be large; an effect the other way counts as inactive or inconclusive. Not all compounds are listed; the hit share may differ from the screen's.

SMILES	DNA Pol III inh	Hsp90 Hop PPI	Tau fil binding	ERK AVP block	Luciferase inh	15-hLO inh	CRE Fsk mod	Ub-GFP proteasome	HBB splice mod	GFP derepression	HADH2 inhib
Cc1cc(S(=O)(=O)N2CCN(Cc3ccccc3)CC2)c(C)s1	-5%	22%	10%	19%	0%	-6%	-13%	3%	0.1%	-2%	-5%
Cc1ccc(OCCCC(=O)N2CCOCC2)c(C)c1	2%	-3%	4%	-8%	-5%	-3%	7%	-3%	-0.6%	-5%	14%
CCOC(=O)CN1C2=NCCN2c2ccccc21	7%	0%	-3%	-4%	-1%	4%	-6%	-1%	1.7%	0%	-18%
O=C(NCc1ccccc1)C1CCCN1S(=O)(=O)c1cccc2cccnc12 (centres undefined)	-1%	1%	-12%	-9%	0%	5%	-8%	6%	-1.2%	2%	1%
Cc1noc(C)c1-c1cc(NCCN2CCOCC2)ncn1	-4%	14%	-6%	29%	-1%[2.29 µM]	-4%	1%	4%	-1.1%	-5%[9.22 µM]	15%
COc1ccc(-n2nnnc2S(=O)(=O)CC(=O)N2CCCCC2)cc1	-3%	-7%	-12%	15%	-4%	-8%	?	0%	0.2%	0%	5%
CC(/C=N/n1cnnc1)=C\c1ccco1	-15%	-12%	-6%	-12%	1%	-9%	-1%	0%	2.2%[57.5 µM]	0%	?
O=C(CSc1ncccc1-c1nc2ccccc2[nH]1)NCc1ccco1	-5%	-4%	25%	-2%	?	-19%	?	2%	-2.3%	4%	16µM*
O=C1c2ccccc2CC1Sc1nnc(-c2ccccn2)o1 (centres undefined)	-4%	-5%	-14%	?	-5%	-12%	?	-1%	0.2%[57.5 µM]	-2%	?
Nc1nc(CSc2nnc(-c3cccc(F)c3)n2-c2ccccc2)nc(N2CCOCC2)n1	2%	-4%	15%	24%	-2%	1%	3%	-2%	0.0%	2%	3%
COCCNC(=O)c1ccc(CS(=O)(=O)c2ccc(Cl)cc2)o1	2%	0%	6%	5%	3%	1%	-9%	3%	-0.7%	0%	-5%
FC(F)(F)c1cc(-c2ccco2)nc(-n2cnc3ccccc32)n1	-2%	-1%	-5%	-3%	2%	3%	?	-6%	-0.9%	-2%	-14%
O=C(NC1=NCCS1)C1CC(=O)N(c2ccccc2)C1 (centres undefined)	-8%	-6%	-13%	12%	0%	7%	0%	4%	.	0%	4%
Cc1ccc(C)c(-n2c(SCC(=O)N3CCCC3)nnc2-c2ccccn2)c1	-4%	?	-4%	-10%	0%	-8%	?	-1%	0.1%[57.5 µM]	0%	-2%
O=C(NCCN1CCN(C(=O)NC2CCCCC2)CC1)NC1CCCCC1	-1%	-4%	-6%	-12%	-1%	-17%	?	4%	1.0%	0%	3%
COc1ccccc1S(=O)Cc1ccc(C(=O)O)o1 (centres undefined)	-1%	0%	5%	-18%	0%	-2%	1%	.	1.4%[0.369 µM]	2%	-15%
CC1(C)Cc2ccccc2-c2nnc(-c3cccnc3)n21	-5%	?	1%	27%	1%	9%	1%	-3%	0.2%[57.5 µM]	2%	8%
Nc1cccc(-n2nncc2-c2ccccc2)c1	8%	0%	-21%	11%	-2%	3%	?	5%	-2.6%	4%	0%
COc1ccc(Cn2nnnc2C(C(C)C)N2CCc3ccccc32)cc1 (centres undefined)	-4%	3%	-4%	23%	4%	-20%	?	13%	-1.8%	0%	4%
O=C(C1CCCCC1)N1CCN=C1SCc1cccnc1	0%	-5%	-3%	-13%	1%	6%	-6%	-6%	-0.7%	16%	?
COC(=O)[C@@H](N)Cc1ccc(O)c(O)c1	-2%	-7%	34%	-11%	-9%	-9%	2%	1%	3.0%	-2%	0.063µM*
CS(=O)(=O)N(CCc1ccccc1)CC(=O)N1CCc2ccccc2C1	-3%	-7%	-16%	?	-23%	?	22%	-4%	-1.2%	0%	7.9µM*
CC(OC(=O)c1cc2sccc2n1C)C(=O)NCc1cccs1 (centres undefined)	-7%	0%	2%	?	0%	-7%	-12%	1%	.	0%	17%
C[C@@H]1OC2C3=C(C(=O)[C@H]4O[C@@H]4[C@H]3O)[C@@H]1[C@H]1[C@H](C)OC=C3[C@H](O)[C@H]4O[C@H]4/C(=N\OCc4ccccc4)[C@@]321	.	.	.	27%[11.5 µM]	1%[11.4 µM]	-2%[11.4 µM]	.	.	-0.9%[9.22 µM]	.	?
O=C(c1csnn1)N1CCC2(CCCN(Cc3ccccc3)C2)CC1	2%	0%	2%	10%	2%[11.4 µM]	4%	0%	-4%	2.1%	-2%[9.22 µM]	-1%
CCOC(=O)C1CCCN(CCCc2ccccc2)C1 (centres undefined)	-7%	-3%	-9%	-9%	2%	4%	-8%	1%	0.4%	0%	1%
COc1cc(OC)cc(OCC(O)Cn2cnc3cc(C)c(C)cc32)c1 (centres undefined)	-8%	-4%	27%	-18%	0%	19%	12%	-11%	-0.1%	0%	-8%
O=c1oc(-c2cccs2)nc2c1cnn2-c1ccccc1	-9%	-1%	0%	-1%	-9%	-1%	?	-3%	-0.1%[9.22 µM]	4%	?
CCOc1ccc(-c2noc(CCC(=O)O)n2)cc1	-8%	0%	-7%	.	-29%	5%	0%	-1%	-0.7%	.	-1%
COc1ccc(NS(=O)(=O)c2ccc(I)cc2)cc1N1CCN(C)CC1	-4%	?	40µM*	9%	-1%	?	?	6%	.	1%	-2%

4 entries from above, bar-delimited:
SMILES | DNA Pol III inh | Hsp90 Hop PPI | Tau fil binding | ERK AVP block | Luciferase inh | 15-hLO inh | CRE Fsk mod | Ub-GFP proteasome | HBB splice mod | GFP derepression | HADH2 inhib
COC(=O)[C@@H](N)Cc1ccc(O)c(O)c1 | -2% | -7% | 34% | -11% | -9% | -9% | 2% | 1% | 3.0% | -2% | 0.063µM*
CS(=O)(=O)N(CCc1ccccc1)CC(=O)N1CCc2ccccc2C1 | -3% | -7% | -16% | ? | -23% | ? | 22% | -4% | -1.2% | 0% | 7.9µM*
CC(OC(=O)c1cc2sccc2n1C)C(=O)NCc1cccs1 (centres undefined) | -7% | 0% | 2% | ? | 0% | -7% | -12% | 1% | . | 0% | 17%
C[C@@H]1OC2C3=C(C(=O)[C@H]4O[C@@H]4[C@H]3O)[C@@H]1[C@H]1[C@H](C)OC=C3[C@H](O)[C@H]4O[C@H]4/C(=N\OCc4ccccc4)[C@@]321 | . | . | . | 27%[11.5 µM] | 1%[11.4 µM] | -2%[11.4 µM] | . | . | -0.9%[9.22 µM] | . | ?

The listing continues:
SMILES	DNA Pol III inh	Hsp90 Hop PPI	Tau fil binding	ERK AVP block	Luciferase inh	15-hLO inh	CRE Fsk mod	Ub-GFP proteasome	HBB splice mod	GFP derepression	HADH2 inhib
C=CC1CO1 (centres undefined)	-2%	-4%	6%	15%	.	-8%	-1%	.	0.1%	.	-1%
O=C(Nc1ccc(Br)cn1)c1ccc2nccnc2c1	0%	-3%	16µM*	-12%	-19%	-16%	3%	-6%	6.4%	10%	17%
O=C(CSc1nnc(CNC(=O)c2cccs2)o1)Nc1ccc2c(c1)OCO2	-3%	1%	-19%	?	1%	-1%	-10%	10%	-0.4%	0%	-2%
CCOc1ccc(C(=S)N2CCOCC2)cc1	4%	-5%	3%	-10%	-1%	-3%	5%	4%	1.7%	0%	6%
CC1CCc2nn(CC(=O)NC3CCCC3)cc2C1 (centres undefined)	-9%	-1%	0%	1%	1%	-1%	4%	2%	-0.9%	-3%	3%
O=S(=O)(NC1CCc2ccccc21)c1ccc(S(=O)(=O)N2CCCC2)cc1 (centres undefined)	2%	1%	-5%	?	2%	2%	7%	-4%	.	0%	12%
COCc1cc(C)nc(SCC(=O)Nc2cc3c(cc2C#N)OCO3)c1C#N	0%	?	111%	18%	2%	-17%	24%	-4%	-1.9%	0%	15%

Bioassay records as filed in PubChem BioAssay.
